Screens (PubChem)
OX1R FRET antag = antagonists of human orexin 1 receptor (OX1R) | inhibition, % at 6.6 µM | Orexin/Hypocretin receptor type 1 (Homo sapiens), O43613 | AID 485270, 2010 | OX1R-expressing cells, FRET antagonist read-out | 1.8% of 330,000 active; in the data active = inhibition mostly above about 38%, no sharp cut-off; inactive = mostly below about 40%;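 note: 0% = agonist challenge alone and 100% = reference antagonist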
Target sequence (O43613 whole entry, looked up): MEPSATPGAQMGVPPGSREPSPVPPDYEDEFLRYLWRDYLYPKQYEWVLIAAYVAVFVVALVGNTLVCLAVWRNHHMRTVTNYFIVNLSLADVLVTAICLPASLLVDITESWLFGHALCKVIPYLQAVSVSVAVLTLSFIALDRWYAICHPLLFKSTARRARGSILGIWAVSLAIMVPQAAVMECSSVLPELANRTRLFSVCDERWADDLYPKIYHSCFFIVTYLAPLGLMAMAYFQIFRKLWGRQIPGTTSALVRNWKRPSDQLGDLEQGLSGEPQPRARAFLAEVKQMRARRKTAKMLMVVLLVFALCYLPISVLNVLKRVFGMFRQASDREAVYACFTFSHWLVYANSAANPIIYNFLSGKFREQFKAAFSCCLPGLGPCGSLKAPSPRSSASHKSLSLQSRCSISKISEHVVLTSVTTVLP
STK33 inh = inhibitors of purified STK33 kinase, primary screen, biochemical, ADP-Glo luminescence, homogeneous, cell-free. inhibition, % at 10 µM. MBP phosphorylation. 0.073% of 320,000 active. AID 2661, 2010;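 active = inhibition at or above 25%, using the most active replicate where run in duplicate; inactive = inhibition below 25%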
Target sequence (Q9BYT3 whole entry, looked up): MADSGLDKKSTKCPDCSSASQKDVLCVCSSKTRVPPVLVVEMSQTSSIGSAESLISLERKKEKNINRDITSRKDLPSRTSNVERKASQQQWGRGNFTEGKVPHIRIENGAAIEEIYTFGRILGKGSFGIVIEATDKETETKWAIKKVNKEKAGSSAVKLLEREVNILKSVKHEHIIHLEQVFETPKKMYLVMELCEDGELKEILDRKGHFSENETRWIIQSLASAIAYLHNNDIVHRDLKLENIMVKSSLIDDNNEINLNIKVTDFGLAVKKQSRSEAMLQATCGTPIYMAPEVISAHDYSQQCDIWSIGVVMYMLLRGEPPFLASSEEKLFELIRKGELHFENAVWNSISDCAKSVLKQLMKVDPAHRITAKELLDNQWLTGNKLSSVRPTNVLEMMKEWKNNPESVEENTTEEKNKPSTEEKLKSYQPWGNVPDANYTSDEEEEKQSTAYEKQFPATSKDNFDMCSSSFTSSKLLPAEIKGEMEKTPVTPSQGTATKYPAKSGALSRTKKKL
* hit, by the source's call; · = not tested or not shown.

OX1R FRET antag | STK33 inh | smiles
15 | -0.4 | CN(CC(=O)Nc1ccccc1Br)C(=O)CCc1nc2ccccc2c(=O)[nH]1
9 | -2.4 | O=C(CSc1nncc2ccccc12)Nc1ccc(C(=O)O)cc1
9 | -1.5 | CC1(C)COC2(OC1)C(=O)Nc1ccccc12
34 | -0.8 | Nc1c(NC(=O)CC[n+]2ccccc2)cccc1[N+](=O)[O-]
18 | -1.0 | Cn1c(CNC(=O)C2CCCCC2)cc2cc(Cl)ccc21
22 | 0.1 | CCOC1(OCC)N=C(N)C2(C#N)C(c3cccc(OC)c3OC)C12C#N (stereo unspecified)
4 | -0.7 | COc1ccc(CCN2CC(C(=O)NCC(c3ccccc3)N(C)C)CC2=O)cc1OC (stereo unspecified)
40 | -0.1 | O=C(NNC1=NS(=O)(=O)c2ccccc21)c1cccc([N+](=O)[O-])c1
6 | 1.7 | CC1(C)Cc2c(ccc3ccccc23)C(NNC(=O)c2cccnc2)=N1
8 | -0.7 | COc1cc2cc(CCCOC(=O)c3cccc(Br)c3)oc(=O)c2cc1OC
59 | -0.8 | CCN(CC)c1ccc(C=Nc2ccc(N(C)C)cc2)c(O)c1
32 | -0.3 | COC(=O)c1sc(S(=O)(=O)NCc2cccs2)c(C(=O)OC)c1C
12 | -5.9 | O=C(O)CSc1nnc(Cn2cnc3ccccc32)n1CCc1ccccc1
11 | -1.0 | CCN(CC(=O)Nc1ccccc1C(F)(F)F)C(=O)CN1C(=O)NC(C)(c2ccccc2)C1=O (stereo unspecified)
13 | -1.1 | O=C(COC(=O)c1cccc(NS(=O)(=O)c2ccc(F)c(F)c2)c1)NC(=O)NC1CCCCC1
16 | -1.7 | CCOC(=O)CCC(=O)N1CCOCCOCCN(C(=O)CCC(=O)OCC)CCOCC1
2 | -0.6 | Cc1ccc(N(CC(=O)N2CCN(Cc3ccccc3)CC2)S(C)(=O)=O)cc1C
12 | 1.0 | Cc1c(Cl)cccc1NC(=S)NCc1ccc2c(c1)OCO2
-1 | -0.5 | CCn1cc(C2=NC(C)(C)CO2)c2ccccc21
11 | 0.3 | Cc1c(N=Cc2ccc[nH]2)c(=O)n(-c2ccccc2)n1C
20 | -0.5 | Nc1nnnn1/N=C/c1ccc(N2CCCCC2)c([N+](=O)[O-])c1
19 | -2.0 | O=C(O)CSc1nnc(SCc2cccc3ccccc23)s1
16 | 2.9 | CCCCCC(=O)Cc1cc(O)cc2c1C(=O)Oc1cc(O)c(C(=O)O)c(CCCCC)c1O2
4 | 0.6 | CSc1nc(C)cc(-n2ccc(=O)[nH]c2=O)n1
7 | -1.6 | COc1cc(S(=O)(=O)N2CCN(C(=O)c3ccccc3)CC2)c(OC)cc1Br
14 | -1.8 | O=C1c2ccccc2CCC12N=NCC2c1ccc(Br)cc1 (stereo unspecified)
9 | 1.0 | COCCOCC(=O)Nc1ccc(S(=O)(=O)Nc2cc(C)nc(C)n2)cc1
26 | 0.5 | Cc1ccc(S(=O)(=O)N(CC(=O)NCc2ccco2)C2CCCCC2)cc1
32 | -0.2 | CCc1nnc(NC(=O)CCN2C(=O)c3ccccc3S2(=O)=O)s1
5 | · | COc1ccccc1N1CCN(C(=O)Cn2c(=O)[nH]c3ccsc3c2=O)CC1
22 | -0.4 | CCOc1cc(N2CCOCC2)c(OCC)cc1NS(=O)(=O)c1ccc(Cl)s1
8 | 0.8 | CC(/C=C/c1ccco1)=N/NC(=O)c1ccc(C)nc1
7 | -0.8 | C=CCn1c(=O)c(C(=O)NCCc2ccc(Cl)cc2)c(O)c2cc(OC)c(OC)cc21
6 | -0.3 | O=C(NC1CCCCC1)n1c(=O)oc2ccccc21
10 | 0.3 | CC(C)c1ccc(Nc2cnn(C34CC5CC(CC(CC(=O)O)(C5)C3)C4)c(=O)c2Cl)cc1
7 | -1.2 | COc1ccc2oc(C(=O)OC(C)C(=O)N3CCC(C)CC3)c(C)c2c1 (stereo unspecified)
-5 | 1.1 | NS(=O)(=O)c1cccc(NC(=O)CC(NC(=O)c2ccccc2Cl)c2ccccc2)c1 (stereo unspecified)
-5 | -1.3 | CSCCC(=O)N1CCC(n2nccc2NC(=O)c2ccc3c(c2)OCO3)CC1
12 | 0.4 | CCCCCCC(=O)Nc1nc(C)c(-c2csc(Nc3ccccc3OC)n2)s1
19 | -0.2 | Cc1ccc(Nc2nnc(SCC(=O)Nc3ccccc3[N+](=O)[O-])s2)cc1
22 | -0.6 | COc1ccc(OC)c(-c2cc(C(=O)Nc3ccccc3C(N)=O)c3ccccc3n2)c1
7 | -1.9 | CCn1c(=O)c(C(=O)Nc2ccc(C)cc2)c(O)c2ccccc21
13 | -0.8 | Cc1ccc(NC(=O)CSc2nc(=O)n(CCCN(C)C)c3c2CCC3)c(C)c1
20 | 0.6 | O=C(COC(=O)Cc1c[nH]c2ccccc12)Nc1c(Cl)cccc1C(F)(F)F
10 | -1.2 | COC(=O)C(Cc1ccccc1)OS(N)(=O)=O (stereo unspecified)
16 | 2.2 | COc1ccc(N=Cc2c(C)[nH][nH]c2=O)cc1
16 | -1.6 | CC1CCC(N2CCN(c3ncccn3)CC2)CC1 (stereo unspecified)
7 | 0.4 | COC(=O)c1ccsc1NC(=O)CCc1ccccc1

An excerpt of these results, as labelled records:
smiles: Cc1ccc(Nc2nnc(SCC(=O)Nc3ccccc3[N+](=O)[O-])s2)cc1
  OX1R FRET antag: 19; STK33 inh: -0.2
smiles: C=CCn1c(=O)c(C(=O)NCCc2ccc(Cl)cc2)c(O)c2cc(OC)c(OC)cc21
  OX1R FRET antag: 7; STK33 inh: -0.8

(continued)
OX1R FRET antag | STK33 inh | smiles
10 | 0.9 | CCSc1cc(N2CCCC2)nc(-c2ccc(Cl)cc2)n1
21 | -3.0 | COc1ccc(C2(c3ccc(OC)cc3)NC(=O)N(CC(=O)Nc3ccccc3C(F)(F)F)C2=O)cc1
-6 | · | CN(C)C(=O)CCc1ccc2c3c([nH]c2c1)[C@]1(CCC2CCCC2)[C@@H](C(=O)N2CCOCC2)C[C@H](CC(=O)NCC24CC5CC(CC(C5)C2)C4)C(=O)N1CC3
18 | -0.9 | C=CCn1c(C)c(C(C)=O)cc(NC(=O)c2ccccc2)c1=O
7 | -1.3 | COC(=O)c1ccc(COc2ccc(/C=N/NC(N)=S)cc2)o1
0 | 0.1 | CCc1ccc(C(=O)Nc2nnn(CC)n2)cc1
16 | 1.1 | COc1ccc(-c2cc(C(=O)O)no2)cc1
24 | -0.3 | c1ccc2c(c1)CNc1ccccc1C2
7 | 0.0 | O=C(c1cc(COc2ccc(F)cc2F)on1)N1CCN(C(=O)c2ccco2)CC1
60 | 2.2 | CN(c1ccccc1C(=O)O)S(=O)(=O)c1ccc2c3c(cccc13)C(=O)N2
20 | -0.3 | COc1ccc(N(C(=O)c2csnn2)C(C(=O)NC2CCCC2)c2ccccc2)cc1 (stereo unspecified)
4 | -1.0 | O=C(NC1CCCCC1)N1CCN(c2ncccn2)CC1

A different layout for 16 compounds above:
structure,OX1R FRET antag,STK33 inh
O=C(COC(=O)Cc1c[nH]c2ccccc12)Nc1c(Cl)cccc1C(F)(F)F,20,0.6
COC(=O)C(Cc1ccccc1)OS(N)(=O)=O (stereo unspecified),10,-1.2
COc1ccc(N=Cc2c(C)[nH][nH]c2=O)cc1,16,2.2
CC1CCC(N2CCN(c3ncccn3)CC2)CC1 (stereo unspecified),16,-1.6
COC(=O)c1ccsc1NC(=O)CCc1ccccc1,7,0.4
CCSc1cc(N2CCCC2)nc(-c2ccc(Cl)cc2)n1,10,0.9
COc1ccc(C2(c3ccc(OC)cc3)NC(=O)N(CC(=O)Nc3ccccc3C(F)(F)F)C2=O)cc1,21,-3.0
CN(C)C(=O)CCc1ccc2c3c([nH]c2c1)[C@]1(CCC2CCCC2)[C@@H](C(=O)N2CCOCC2)C[C@H](CC(=O)NCC24CC5CC(CC(C5)C2)C4)C(=O)N1CC3,-6,·
C=CCn1c(C)c(C(C)=O)cc(NC(=O)c2ccccc2)c1=O,18,-0.9
COC(=O)c1ccc(COc2ccc(/C=N/NC(N)=S)cc2)o1,7,-1.3
CCc1ccc(C(=O)Nc2nnn(CC)n2)cc1,0,0.1
COc1ccc(-c2cc(C(=O)O)no2)cc1,16,1.1
c1ccc2c(c1)CNc1ccccc1C2,24,-0.3
O=C(c1cc(COc2ccc(F)cc2F)on1)N1CCN(C(=O)c2ccco2)CC1,7,0.0
CN(c1ccccc1C(=O)O)S(=O)(=O)c1ccc2c3c(cccc13)C(=O)N2,60,2.2
COc1ccc(N(C(=O)c2csnn2)C(C(=O)NC2CCCC2)c2ccccc2)cc1 (stereo unspecified),20,-0.3

(next part)
OX1R FRET antag | STK33 inh | smiles
13 | -1.0 | Cn1c(=S)n(/N=C/c2cccs2)c2ccccc21
101* | 4.0 | CSc1nc(N)nc(-c2cccs2)c1C#N
8 | -0.5 | CCC1CCCCN1C(=O)Cn1nc([N+](=O)[O-])c(Cl)c1C (stereo unspecified)
27 | 0.2 | Cc1cccn2c(=O)c3cc(C(=O)NC4CCS(=O)(=O)C4)sc3nc12 (stereo unspecified)
15 | 0.7 | COC(=O)c1cc(NC(=O)Cc2coc3cc(OC)ccc23)cc(C(=O)OC)c1
12 | -0.2 | CCOc1ccccc1N1CCN(C(=O)c2cc[n+]([O-])cc2)CC1
21 | -0.5 | COC(=O)C1=C(C)N(Cc2ccco2)C(=O)N[C@H]1c1ccccc1
9 | 2.5 | O=C(CC(SCCO)c1ccc2c(c1)OCO2)c1ccco1 (stereo unspecified)
37 | 0.0 | Cc1ccc(S(=O)(=O)Nc2cccc(C(=O)NCC(c3ccco3)N3CCCCC3)c2)cc1F (stereo unspecified)
10 | -1.6 | c1ccc(CC2CCN(C3=Nc4cccc5cccc3c45)CC2)cc1
6 | -0.5 | COc1ccc(CC(=O)OCC(=O)NCc2ccc(F)cc2)cc1
-6 | -1.3 | Cc1cc(C)nc(Nc2ccc(O)cc2)n1
72* | -0.3 | NC(=O)COc1c(-c2ccc(Br)o2)oc2ccccc2c1=O
4 | -2.3 | COc1ccccc1C1N=C(c2ccccc2C)NO1 (stereo unspecified)
8 | 3.5 | Cc1ccc(NC(=O)c2cccc(NC(=O)CC3SC(N4CCCCC4)=NC3=O)c2)nc1 (stereo unspecified)
1 | -2.8 | CC(Nc1nc2ncn(Cc3ccccc3)c2c(=O)[nH]1)C(=O)O (stereo unspecified)
5 | -0.2 | CN1CCC(CN)(N2CCN(c3ccccc3)CC2)CC1
18 | 0.0 | S=C(Nc1cccnc1)NC1CCCCCCC1
18 | 11 | CCn1c(=O)n(CC)c2cc(N3CCCC3)c(NC(=O)c3ccc(F)cc3)cc21
15 | -0.2 | O=C(COc1cc2oc(=O)c3c(c2cc1Cl)CCCC3)NCC1CCC(C(=O)O)CC1 (stereo unspecified)
9 | -3.1 | COc1cc(OC)c(OC)cc1/C=C1\CC(C)C/C(=C\c2cc(OC)c(OC)cc2OC)C1=O (stereo unspecified)
14 | 0.8 | COc1ccc(NC(=O)C2Cc3ccccc3CN2C(=O)c2ccccc2)cn1 (stereo unspecified)
5 | -0.8 | CC1SCC(=NOCc2c(Cl)cccc2Cl)CS1 (stereo unspecified)
2 | 1.2 | COCc1ccc(CN2CCCC(CO)(Cc3ccccc3)C2)o1 (stereo unspecified)
7 | 0.8 | CCN(CC)C(=O)CSc1nc2c(sc(=S)n2-c2ccc(C)cc2C)c(=O)[nH]1
13 | -0.5 | COc1ccc(NC(=O)c2cccn(CC=C(C)C)c2=O)cc1
13 | 0.4 | C/C(=N\NC(=O)c1ccccc1)c1ccccc1F
6 | -0.2 | Cc1cc(N2CCN(C)CC2)nc2ccc(NC(=O)CCC3CCCC3)cc12
15 | -0.2 | CC(C)c1ccc(NC(=O)CN2C(=O)c3ccccc3S2(=O)=O)cc1
-3 | -1.2 | COc1cc(CCC(=O)O)on1
20 | 1.4 | Cc1ccc(Cn2ncc3c(N4CCN(CC#N)CC4)ncnc32)cc1
29 | -1.5 | Cc1ccc2c(c1)cc(CN(Cc1ccco1)C(=O)N1CCOCC1)c1nnnn12
4 | 0.2 | O=C(/C=C/c1ccc(F)cc1)NC(=S)N1CCOCC1
-1 | -1.0 | CC(=O)OC(C[N+]1(C)CCCCCC1)c1ccccc1 (stereo unspecified)
2 | 1.7 | CN1CCN(c2ccc(NC(=O)c3cccc(S(=O)(=O)N4CCCC4)c3)cc2)CC1
61 | 0.5 | O=C(Nc1ccc(-c2noc(-c3cccs3)n2)cc1)c1cccnc1
26 | -1.5 | CCC(=O)OCC(=O)c1c(N)n(Cc2ccccc2)c(=O)n(C)c1=O
55* | -0.5 | O=C(CN1C(=O)S/C(=C/c2ccccn2)C1=O)N1CCOCC1
34 | -0.8 | O=C(Nc1cccc(-c2ccc3nncn3n2)c1)c1ccco1
0 | -2.0 | Cc1ccc(S(=O)(=O)Nc2nnc(CC(C)(C)C)s2)cc1
1 | -0.9 | O=C(OCc1ccc(COC(=O)c2ccc(O)cc2)cc1)c1ccc(O)cc1
13 | -0.9 | CCC(C)c1c(O)nc(SCC(=O)Nc2ccccc2)[nH]c1=O (stereo unspecified)
8 | 0.0 | CN=c1sc2ccccc2n1CC(O)COc1ccccc1 (stereo unspecified)
6 | -0.7 | CCN(CC)CCN(Cc1cc2cc(C)ccc2[nH]c1=O)C(=S)Nc1ccccc1
0 | -2.6 | COc1ccc(OC)c(S(=O)(=O)NCc2cn3c(C)csc3n2)c1
7 | -1.2 | CCOC(=O)C1=C(N)n2c(s/c(=C\c3cccs3)c2=O)=C(C(=O)OCC)C1c1cccs1 (stereo unspecified)
15 | -1.6 | CCOc1ccc(C(=O)Cn2cnnc2C#N)cc1
15 | 1.5 | CCOc1ccc(NC(=S)NCc2nc3ccccc3[nH]2)cc1
8 | 0.4 | COc1ccc(CN(CC(=O)NC2CCCC2)C(=O)c2csnn2)cc1
20 | · | CN(C)/C=N/c1nccc(-c2cccs2)n1
23 | -2.6 | O=C(O)c1ccccc1-c1csc(-c2ccccc2)n1
13 | -1.9 | COCCN(C(=S)Nc1ccc(C)cc1C)C(C)c1cccs1 (stereo unspecified)
7 | -0.7 | CNC(=O)CC1C(=O)N(C)C(=S)N1NC(=O)c1ccc(Cl)cc1 (stereo unspecified)
